Compound activity (PubChem)
Rab9 promoter act = activators of Rab9 promoter; 2.8% of 320,000 active; Potency, µM (highest dose often 9.22 µM), without a hit: at the top dose activation, negative = inhibition, hits mostly activators; Huh7 Rab9 promoter-luciferase reporter, luminescence, 24 h; note: potency is the fitted concentration of half-maximal effect; % of control where 0% means no effect; nearly all actives have a fitted effect of over 60% in size
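Measured in stably transfected Huh7 cells bearing a Rab9 promoter–luciferase construct: 24 h compound treatment at 37 °C, followed by luminescence detection.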
Mito fusion yeast = mitochondrial division inhibition or fusion activation; Potency, µM (highest dose often 46.1 µM), for the others: top-dose growth rescue (activation), most hits filed as activators; 0.23% of 320,000 active; S. cerevisiae fusion-defective mutant growth rescue, CellTiterGlo 48 h;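 note: potency is the fitted concentration of half-maximal effect; % of control where 0% means no effect; nearly all actives have a fitted effect of over 45% in size; temperature-sensitive fusion mutants such as fzo1-1 at 37 °C on non-fermentable ethanol glycerol medium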
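Luminescent cell viability in 1536-well qHTS format served as the measure of rescued growth in ts fusion-mutant S. cerevisiae cultured on non-fermentable YPEG for 48 hours at 37C.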
RORgamma inh = ROR gamma (mouse) transcription inhibition; 5.4% of 310,000 active; Potency, µM (highest dose often 53.6 µM), without a hit: at the top dose activity change, negative = inhibition, most hits filed as inhibitors; Drosophila S2 Gal4-RORgamma UAS-luciferase reporter, 20 h; note: potency is the fitted concentration of half-maximal effect; % is set by controls: 0 for no effect and ±100 for the full control effect; nearly all actives have a fitted effect of over 60% in size
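Read-out: Photinus luciferase luminescence; inhibitors lower reporter signal. Insect Schneider cells with Gal4-ROR gamma fusion under metallothionein promoter, UAS reporter; 700 uM final copper sulfate induction, 20 hr, ambient temperature.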
ELG1 repair inh = blocks ELG1-dependent DNA repair in HEK293T cells; HEK293T ELG1-luciferase reporter, luminescence, 16 h; DNA damage induced by 5-fluorouridine; Potency, µM (titrated, usually from 46.1 µM), inactives show top-dose activity change, negative = inhibition, most hits filed as inhibitors; 2.3% of 330,000 active; AID 504467; note: potency is the fitted concentration of half-maximal effect; % is set by controls: 0 for no effect and ±100 for the full control effect; nearly all actives have a fitted effect of over 55% in size
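Luminescence from the luciferase reporter, measured 30 min after ONE-Glo reagent at room temperature, was the read-out. Beforehand, 2,000 cells per well were exposed for 16 hr at 37 °C to 5-fluorouridine together with compound or vehicle.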
MBNL1 CUG block = inhibitors of human MBNL1 binding to CUG repeat RNA; Potency, µM (highest dose often 57.5 µM), for the others: top-dose activity change, negative = inhibition, hits mostly inhibitors; TR-FRET MBNL1-His/biotin-(CUG)12 binding, 665/545 ratio; Q9NR56; 0.036% of 280,000 active; active = well fitted inhibition curve with a large enough effect in the signal ratio, with a control signal flat, not every such curve was filed as active; inconclusive = small, poorly fitted or top-dose-only effect, or effect the other way, or a change in a side signal; inactive = no such curve, though single readings can be large or run the other way; the % refers to the signal ratio; note: potency is the fitted concentration of half-maximal effect; % is set by controls: 0 for no effect and ±100 for the full control effect
Target sequence (Q9NR56 whole entry, looked up): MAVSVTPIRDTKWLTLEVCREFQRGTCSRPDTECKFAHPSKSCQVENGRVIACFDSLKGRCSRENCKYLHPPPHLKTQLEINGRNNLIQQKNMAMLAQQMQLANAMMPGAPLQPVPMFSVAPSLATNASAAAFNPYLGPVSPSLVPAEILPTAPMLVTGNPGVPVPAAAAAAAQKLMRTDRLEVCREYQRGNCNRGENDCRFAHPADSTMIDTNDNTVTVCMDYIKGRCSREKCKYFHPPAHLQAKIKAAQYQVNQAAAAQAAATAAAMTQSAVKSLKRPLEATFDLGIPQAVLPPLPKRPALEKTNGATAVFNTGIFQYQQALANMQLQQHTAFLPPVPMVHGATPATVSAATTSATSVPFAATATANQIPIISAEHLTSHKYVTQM
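MBNL1-His + Biotin-(CUG)12, cpd titration 92 nM–58 uM; Tb anti-His Ab 0.055 ng/ul, SA-XL665 5 nM (final); 60 min RT; ratiometric 665/545 nm, Ex 340 nm; normalized to buffer and full-complex controls.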
KCNH2 3.1 block = KCNH2 3.1 (human) potassium channel inhibition; 0.95% of 340,000 active; activity change, % (tested at about 1.8 µM); U2OS KCNH2 3.1, thallium flux FluxOr; stronger effect = lower value;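 active = maximum activity change below -70%; inconclusive = maximum activity change from -70% to -50%; inactive = maximum activity change above -50%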;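 note: thallium influx rate constant from kinetic fluorescence after stimulation buffer; % is set by controls: 0 for no effect and ±100 for the full control effect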
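Kinetic fluorescence (2 min after stimulation buffer) measures Tl+ influx through KCNH2 3.1 expressed by viral transduction in U2OS cells; the rate constant is normalized against DMSO controls serving as positive and negative references.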
VP16 counter = counter-screen for ROR gamma inhibitors: Gal4-VP16 reporter | Potency, µM (titrated, usually from 53.6 µM), without a hit: at the highest dose activity, negative = inhibition, actives largely listed as inhibitors | AID 2546 | 3.5% of 310,000 active | Drosophila S2 Gal4-VP16 UAS-luciferase, luminescence, 20 h;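 note: Gal4-VP16 expression switched on by copper sulfate through the metallothionein promoter; potency is the fitted concentration of half-maximal effect; % is set by controls: 0 for no effect and ±100 for the full control effect; nearly all actives have a fitted effect of over 50% in size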
NPC1 prom act = activators of NPC1 promoter; Potency, µM (series often up to 9.22 µM), inactives show at the highest dose activation, hits mostly activators; AID 485313; 2.4% of 320,000 active; Huh7 NPC1 promoter luciferase reporter, 24 h;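 note: potency is the fitted concentration of half-maximal effect; % of control where 0% means no effect; nearly all actives have a fitted effect of over 60% in size; reporter is driven by a mutant NPC1 promoter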
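NPC1 promoter–luciferase Huh7 cells; 24 h compound; luminescence.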
PKM2 act = PKM2 (human) enzyme activation | purified PKM2, Kinase-Glo ATP luminescence, activation; response scale: 0% is enzyme alone, no compound | 0.34% of 260,000 active | Potency, µM (doses to about 57.5 µM), without a hit: at the top dose activation, hits mostly activators | P14618; note: potency is the fitted concentration of half-maximal effect; % is set by controls: 0 for no effect and ±100 for the full control effect; nearly all actives have a fitted effect of over 55% in size
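Purified hPK-M2 (>95%) run at intermediate activity with 0.1 mM ADP and 0.5 mM PEP in 50 mM imidazole pH 7.2, KCl, MgCl2; 1 h room temperature. ATP formed read by Kinase-Glo luminescence; normalized to uninhibited and no-enzyme controls.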
FLuc counter = counter-screen for miR-21 project: firefly luciferase inhibitors or activators; P08659; purified FLuc, Km substrates, luminescence inhibition; Potency, µM (doses to about 57.5 µM), for the others: at the top dose activity change, negative = inhibition, hits mostly inhibitors; 6.9% of 360,000 active; AID 588342;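 note: potency is the fitted concentration of half-maximal effect; plate controls were vehicle for no effect and reference inhibitor for full effect; nearly all actives have a fitted effect of over 55% in size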
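Biochemical qHTS of compounds, final roughly 60 µM downward over six points, against 10 nM purified firefly luciferase using Km concentrations of substrates (10 uM D-luciferin, 10 uM ATP) in Tris acetate pH 7.5 buffer; luminescence output.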
Menin-MLL TR inh = inhibitors of human menin-MLL interaction, mutant MLL peptide; O00255; Menin + Texas Red MLL mutant peptide, fluorescence polarization; Potency, µM (doses to about 61.6 µM), without a hit: at the top dose FP activity change, negative = inhibition, actives largely listed as inhibitors; 0.23% of 270,000 active; active = well fitted inhibition curve with a large enough effect in the polarisation, with a control signal flat, not every such curve was filed as active; inconclusive = small, poorly fitted or top-dose-only effect, or effect the other way, or a change in a side signal; inactive = no such curve, though single readings can be large or run the other way; the % refers to the polarisation; note: potency is the fitted concentration of half-maximal effect; % of control where 0% means no effect; many of its hits are not listed in these tables
Target sequence (O00255 whole entry, looked up): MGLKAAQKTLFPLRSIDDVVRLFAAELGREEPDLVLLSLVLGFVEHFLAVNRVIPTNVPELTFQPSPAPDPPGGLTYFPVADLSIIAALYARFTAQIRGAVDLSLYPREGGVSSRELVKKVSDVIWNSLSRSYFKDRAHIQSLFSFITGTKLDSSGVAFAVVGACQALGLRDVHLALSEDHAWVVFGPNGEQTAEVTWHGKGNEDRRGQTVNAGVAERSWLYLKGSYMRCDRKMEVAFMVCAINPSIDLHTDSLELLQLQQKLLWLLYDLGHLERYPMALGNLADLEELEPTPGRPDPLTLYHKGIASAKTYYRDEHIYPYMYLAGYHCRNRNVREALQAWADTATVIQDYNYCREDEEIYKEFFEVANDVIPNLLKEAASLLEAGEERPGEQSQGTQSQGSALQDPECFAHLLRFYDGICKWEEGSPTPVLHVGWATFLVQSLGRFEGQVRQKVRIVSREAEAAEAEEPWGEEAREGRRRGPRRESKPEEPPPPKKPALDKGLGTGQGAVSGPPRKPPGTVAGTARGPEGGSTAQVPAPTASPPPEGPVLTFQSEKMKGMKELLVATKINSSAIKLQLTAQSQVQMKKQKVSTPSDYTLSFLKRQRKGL
Starred values were filed as active, the others as inactive; ? = inconclusive; · = not tested or not shown; [ ] = another dose, or the depositor's remark. Unless noted, calls come from the whole dose curve; as a rule, active = well fitted curve in the direction sought with a large enough effect; inconclusive = small, poorly fitted or top-dose-only effect, or another doubt; inactive = no such curve, though single readings can be large; an effect the other way counts as inactive or inconclusive. The list is partial; count on the stated rates, not on these rows.

Compound	Rab9 promoter act	Mito fusion yeast	RORgamma inh	ELG1 repair inh	MBNL1 CUG block	KCNH2 3.1 block	VP16 counter	NPC1 prom act	PKM2 act	FLuc counter	Menin-MLL TR inh
Cc1cc(C(=O)CN2C(=O)NC(c3ccccc3)(c3ccccc3)C2=O)c(C)n1Cc1ccco1	8%	-2%	-4%	2%	-8%	-35	5%	1%	24%	?	-1%
CCOC(=O)N1CCN(C(=O)CN(Cc2ccc(Cl)cc2)S(=O)(=O)c2ccc(C)cc2)CC1	2%	10%	-9%	?	3%	0	-1%	2%	0%	-1%	?
COc1ccccc1N(Cc1cc(=O)[nH]c2ccccc12)C(=O)c1ccc([N+](=O)[O-])cc1	-4%	-7%	0%	0%	?	-6	-1%	-3%	-17%	1%	·
COc1cc(C(=O)NCC(=O)N/N=C(/C)c2ccc3c(c2)CCCC3)cc(OC)c1OC	-5%	6%	14%	-25%	-6%	-9	-10%	-1%	1%	0%	-1%
CCN(CC)CCN1C(=O)C(=O)/C(=C(/O)c2ccc(Cl)cc2)C1c1ccncc1 (stereo unspecified)	1%	-2%	-3%	5%	?	·	-15%	-1%	-14%	0%	-8%
N#C/C(=C\c1cn(Cc2cccc(F)c2)c2ccccc12)C(=O)NCc1ccco1	1%	1%	-5%	10%	·	-5	-26%	-2%	-3%	4%	-1%
Cn1c(N)c(C(=O)CCl)c(=O)n(C)c1=O	-2%	-5%	-10%	7%	-1%	16	-8%	-2%	-11%	-1%	2%
COc1ccccc1C(=O)OCC(=O)N1CCC(Cc2ccccc2)CC1	-2%	12%	·	?	·	-8	·	0%	·	17µM*	·
CN1/C(=C\C(=O)COC(=O)c2ccco2)C(C)(C)c2ccccc21	1%	-4%	22%	7%	·	-12	0%	1%	-2%	-12%	5%
COc1cccc(/C=N/n2c(-c3ccco3)nc3ccccc3c2=O)c1OC	-3%	4%	-1%	5.2µM*	5%	0	-12%	2%	-14%	-20%	5%
O=C(CNC(=O)c1cccs1)NCCN1CCN(Cc2ccccc2)CC1	1%	2%	0%	4%	-6%	-16	-2%	-2%	0%	1%	-2%
COCCCn1c(SCc2nc3ccccc3c(=O)[nH]2)nc2ccccc2c1=O	-5%	-2%	1%	?	-3%	-9	1%	0%	6%	0%	-10%
CCN(CC(=O)NC(=O)NC1CCCCC1)Cc1nc2ccccc2c(=O)[nH]1	-3%	1%	0.56µM*	-12%	-4%	1	0.56µM*	-3%	-1%	0%	-11%
Cc1ccc(S(=O)(=O)N2CCOCC2)cc1C(=O)OCC(=O)c1ccc(Br)cc1	-4%	2%	·	?	·	-23	·	0%	·	3.8µM*	·
NC(=O)NC(=O)COC(=O)c1ccc(OC(F)(F)F)cc1	1%	-5%	14%	12%	0%	-9	9%	-2%	1%	-2%	13%
C=CCn1cc(C(=O)NCc2ccco2)c(=O)c2cc(S(=O)(=O)N3CCCCCC3)ccc21	0%	0%	?	6.5µM*	0%	·	-4%	0%	0%	-8%	-11%
Cc1ccc(C(C(=O)NC2CCCCC2)N(CCCN2CCOCC2)C(=O)c2snc(C(N)=O)c2N)cc1 (stereo unspecified)	-3%	2%	-17%	0%	1%	-12	3%	1%	2%	-2%	0%
Cc1ccc(Cl)cc1-c1ccc(C=Nc2ccc(N3CCOCC3)cc2)o1	3%	-1%	-5%	?	·	12	-17%	-1%	-10%	-20%	-16%
O=C1CCN(CCCc2ccccc2)CCN1CCO	0%	0%	?	?	-9%	·	-21%	-3%	0%	0%	0%
CCc1nnc(NC(=O)c2cc(S(=O)(=O)N3CCCCC3)ccc2C)s1	0%	-3%	·	3%	·	17	·	-3%	·	3%	·
COc1cccc(/C=N/n2c(-c3cccs3)n[nH]c2=S)c1	1%	-7%	7.1µM*	-8%	-3%	·	-23%	4%	-2%	3%	·
CCC/C(=N/NC(=O)c1cccc(Cl)c1)c1ccccc1	-1%	1%	13µM*	-5%	0%	2	?	0%	-18%	-14%	-2%
CC1C2CC(C/C2=N/NC(=O)c2cccs2)C1(C)C (stereo unspecified)	-1%	26%	?	?	-25%	-34	2µM*	-5%	2%	-10%	-7%
NS(=O)(=O)c1ccc(CCNC(=O)/C=C/c2ccccc2[N+](=O)[O-])cc1	-2%	-6%	-7%	-15%	?	1	4%	-2%	-8%	1%	14%
Cc1cc(C(=O)Nc2ccc(C)c(S(=O)(=O)N3CCOCC3)c2)c2ccccc2n1	-1%	0%	·	?	·	1	·	-2%	·	0%	·
Cc1nc(N)sc1-c1csc(Nc2ncccn2)n1	0.56µM*	-2%	6.3µM*	?	17%	9	?	?	0%	3µM*	?
COc1cc(NC(=O)c2cc(C(C)C)on2)cc(OC)c1OC	0%	3%	34%	14%	2%	-5	17%	-2%	-1%	-11%	1%[11.7 µM]
CCn1nc(C)c(CN2CCN(Cc3ccsc3)C(CCO)C2)c1C (stereo unspecified)	0%	1%	-13%	-7%	-15%	0	5%	-2%	-4%	0%	7%
O=C(/C=C/Nc1cccc([N+](=O)[O-])c1)c1cccs1	3.2µM*	4%	?	?	?	-10	?	21%	-3%	1.7µM*	?
CCn1nc(C(=O)OCC(=O)N(CCC#N)c2ccccc2)c2ccccc2c1=O	10%	-1%	·	16%	·	-17	·	0%	·	2%	·

Random excerpt: 2 entries already listed, in no set order.
Compound	Rab9 promoter act	Mito fusion yeast	RORgamma inh	ELG1 repair inh	MBNL1 CUG block	KCNH2 3.1 block	VP16 counter	NPC1 prom act	PKM2 act	FLuc counter	Menin-MLL TR inh
O=C(/C=C/Nc1cccc([N+](=O)[O-])c1)c1cccs1	3.2µM*	4%	?	?	?	-10	?	21%	-3%	1.7µM*	?
Cc1ccc(Cl)cc1-c1ccc(C=Nc2ccc(N3CCOCC3)cc2)o1	3%	-1%	-5%	?	·	12	-17%	-1%	-10%	-20%	-16%

Other records follow.
Compound	Rab9 promoter act	Mito fusion yeast	RORgamma inh	ELG1 repair inh	MBNL1 CUG block	KCNH2 3.1 block	VP16 counter	NPC1 prom act	PKM2 act	FLuc counter	Menin-MLL TR inh
COc1ccccc1/C=N/NC(=O)c1ccccc1NS(=O)(=O)c1ccc(C)cc1	3%	-2%	13µM*	19%	2%	10	?	-2%	-2%	?	?
O=C(/C=C/c1ccco1)NC1CCCC1	-1%	-1%	19%	23%	-3%	-2	27%	1%	3%	-8%	19%
Cc1ccccc1C1=N/C(=C/c2cccnc2)C(=O)O1	-1%	4%	-3%	4%	-7%	11	-10%	-4%	6%	8.5µM*	6%
COc1ccccc1NC(=O)Cn1c(=O)n(CCc2c[nH]c3ccccc23)c(=O)c2cccnc21	0%	6%	16%	?	5%	3	2%	-1%	-10%	?	-16%
N/C(=N\OC(=O)Cc1cccc2ccccc12)c1ccccn1	23%	1%	34%	?	4%	7	-16%	25%	-15%	?	-1%
O=C(Nc1ccccc1N1CCOCC1)C1CCN(S(=O)(=O)c2ccc(Cl)cc2)CC1	-3%	11%	-5%	-19%	0%	8	-9%	1%	0%	-1%	·

Three entries from above, field by field:
> Cc1ccccc1C1=N/C(=C/c2cccnc2)C(=O)O1
  Rab9 promoter act: -1% | Mito fusion yeast: 4% | RORgamma inh: -3% | ELG1 repair inh: 4% | MBNL1 CUG block: -7% | KCNH2 3.1 block: 11 | VP16 counter: -10% | NPC1 prom act: -4% | PKM2 act: 6% | FLuc counter: 8.5µM* | Menin-MLL TR inh: 6%

> COc1ccccc1NC(=O)Cn1c(=O)n(CCc2c[nH]c3ccccc23)c(=O)c2cccnc21
  Rab9 promoter act: 0% | Mito fusion yeast: 6% | RORgamma inh: 16% | ELG1 repair inh: ? | MBNL1 CUG block: 5% | KCNH2 3.1 block: 3 | VP16 counter: 2% | NPC1 prom act: -1% | PKM2 act: -10% | FLuc counter: ? | Menin-MLL TR inh: -16%

> N/C(=N\OC(=O)Cc1cccc2ccccc12)c1ccccn1
  Rab9 promoter act: 23% | Mito fusion yeast: 1% | RORgamma inh: 34% | ELG1 repair inh: ? | MBNL1 CUG block: 4% | KCNH2 3.1 block: 7 | VP16 counter: -16% | NPC1 prom act: 25% | PKM2 act: -15% | FLuc counter: ? | Menin-MLL TR inh: -1%
